Bioassay records from PubChem.
Sm TGR block: blocks Schistosoma mansoni thioredoxin glutathione reductase; purified TGR, DTNB reduction, TNB absorbance 405 nm; Potency, µM (top dose mostly 114 µM), inactives show top-dose activity change, negative = inhibition, actives largely listed as inhibitors; 3% of 360,000 active; AID 485364; note: potency is the fitted concentration of half-maximal effect; nearly all actives have a fitted effect of over 60% in size
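Kinetic colorimetric format: TGR-catalysed, NADPH-driven DTNB reduction monitored via TNB absorbance. Enzyme dispensed at 20 nM; compound exposure 15 min at room temperature before reaction start.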
AmpC detergent: inhibitors of E. coli AmpC beta-lactamase with detergent | AmpC hydrolysis of nitrocefin, absorbance 480 nm, 0.01% Triton | P00811 | Potency, µM (top dose mostly 114 µM), without a hit: top-dose activity change, negative = inhibition, actives largely listed as inhibitors | 0.041% of 370,000 active;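 note: potency is the fitted concentration of half-maximal effect; 0% = no-compound wells and -100% = no-enzyme wells; nearly all actives have a fitted effect of over 25% in size; some results filed as inactive show a strong effect at the top dose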
Target sequence (P00811 whole entry, looked up): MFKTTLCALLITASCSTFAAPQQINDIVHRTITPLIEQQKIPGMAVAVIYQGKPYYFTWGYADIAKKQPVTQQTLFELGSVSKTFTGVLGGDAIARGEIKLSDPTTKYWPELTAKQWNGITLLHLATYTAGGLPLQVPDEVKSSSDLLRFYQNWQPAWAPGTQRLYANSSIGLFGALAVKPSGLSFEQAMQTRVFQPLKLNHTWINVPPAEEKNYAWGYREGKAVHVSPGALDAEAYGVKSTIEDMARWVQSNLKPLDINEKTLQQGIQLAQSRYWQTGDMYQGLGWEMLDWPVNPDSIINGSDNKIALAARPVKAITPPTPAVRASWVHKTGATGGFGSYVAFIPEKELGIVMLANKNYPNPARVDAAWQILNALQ
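20 mM phosphate pH 7.0 + 0.01% (detergent screen) or 0.0001% Triton X-100; 5.3 nM AmpC reagent; cpd preinc 15 min RT; nitrocefin (800 uM stock) to start; A480 q20 s × 4 min; Activity was normalised to no-enzyme and no-compound control wells.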
Giardia FBPA inh: blocks Giardia fructose-bisphosphate aldolase activity; A8B2U2; purified Giardia FBPA; Potency, µM (series often up to 59.6 µM), for the others: at the highest dose activity, negative = inhibition, actives largely listed as inhibitors; 0.71% of 290,000 active; AID 2451; note: potency is the fitted concentration of half-maximal effect; nearly all actives have a fitted effect of over 55% in size
Target sequence (A8B2U2 whole entry, looked up): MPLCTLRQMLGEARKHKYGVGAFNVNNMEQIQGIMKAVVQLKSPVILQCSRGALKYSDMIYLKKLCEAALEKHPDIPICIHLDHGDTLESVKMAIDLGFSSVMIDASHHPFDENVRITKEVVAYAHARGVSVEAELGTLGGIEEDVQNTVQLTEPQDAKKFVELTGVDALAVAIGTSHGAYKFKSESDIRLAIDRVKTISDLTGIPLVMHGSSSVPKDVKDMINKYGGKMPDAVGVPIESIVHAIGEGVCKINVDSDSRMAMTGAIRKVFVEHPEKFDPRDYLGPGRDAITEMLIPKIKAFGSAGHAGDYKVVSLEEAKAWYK
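40 nM FBPA preincubated 10 min at RT with compound (up to 57.5 uM final), then substrate plus GAPDH/TPI/NAD/arsenate coupling and diaphorase/resazurin added. Fluorescence read after 20 min at RT, 525/598 nm.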
HCMV antiviral: human cytomegalovirus inhibition. activity change, negative = inhibition, % at 57.5 µM. AID 1259415. HFF cells, HCMV-luciferase reporter, 72 h; active compounds read low. 4.5% of 410,000 active; in the data active = activity change below about -60%; inconclusive = no clear call, values can overlap the other calls; inactive = above about -39%
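After 16 h attachment at 37C, HFF cells received test compound and HCMV-luciferase (1 PFU/cell); reporter luminescence read 72 h later, data normalized against buffer-only and known inhibitor Salinomycin.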
HCV inh: inhibitors of hepatitis C virus infection; Potency, µM (doses to about 41.8 µM), inactives show at the top dose activity change, negative = inhibition, hits mostly inhibitors; 3.4% of 340,000 active; Huh7.5.1 HCVcc-Cre infection, luciferase reporter, 44 h; AID 651820; note: potency is the fitted concentration of half-maximal effect
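HCVcc-Cre virus at an moi near 0.5 was added right after compound to cells cultured 4 h from seeding (1,000 cells/well). Luciferase activity was determined 44 h later, 15 min after substrate addition at RT.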
AMA1-RON2 inh: disrupts binding of P. falciparum AMA1 to RON2. AlphaScreen AMA1-biotinylated RON2 peptide binding. Potency, µM (highest dose often 58.2 µM), for inactives: at the top dose activity change, negative = inhibition, hits mostly inhibitors. 0.2% of 360,000 active. AID 720542;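 note: potency is the fitted concentration of half-maximal effect; 0% = vehicle wells and -100% = peptide control; nearly all actives have a fitted effect of over 45% in size; some results filed as inactive show a strong effect at the top dose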
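AMA1 (3D7) with his tag at 25 nM final met compounds first, then biotinylated RON2 peptide at 25 nM; detection used donor plus acceptor beads, 10 µg/mL apiece, read by AlphaScreen after 30 min at room temperature.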
Numbers without * were called inactive; ? = inconclusive; . = not tested or not shown; & = joins results of further samples; [ ] = remark or other dose. Unless noted, calls come from the whole dose curve; as a rule, active = well fitted curve in the direction sought with a large enough effect; inconclusive = small, poorly fitted or top-dose-only effect, or another doubt; inactive = no such curve, though single readings can be large; an effect the other way counts as inactive or inconclusive. Unless noted, % is set by controls: 0 for no effect and ±100 for the full control effect. Not a hit list; 9.3% or so of the library scored in one or more.

SMILES | Sm TGR block | AmpC detergent | Giardia FBPA inh | HCMV antiviral | HCV inh | AMA1-RON2 inh
O=C(c1ccc([N+](=O)[O-])cc1)N1CCc2ccccc21 | . | . | . | -4 | -6% | ?
Clc1ccc(-c2cc3ccccc3nc2N2CCCC2)cc1 | -1% | 1% | -1% | 53 | -20% | 71%[activator]
O=C(C[C@H]1C/C=C\C[C@@H](Cc2ccc(F)cc2)C(=O)O[C@@H](c2ccccc2)CNC1=O)N[C@@H](CO)Cc1ccccc1 | . | . | . | -25 | -10% | -3%
O=c1c2ccccc2nc2n1CC/C2=C\N1CCN(c2ccc([N+](=O)[O-])cc2)CC1 | . | . | . | 183 | 10% | -2%
CC(C)CSc1nnc(N)s1 | -24% | -7% | 4% | -16 | -1% | -2%
CC(C)(C)c1ccc(C(=O)NCCC(=O)NC2=NCCS2)cc1 | -1% | -13% | . | 23 | -16% | 4%
CC(C)(C)c1ccc(OC(=O)c2ccccc2)cc1 | 4% | -11% | -3% | 2 | 8% | 40%[activator]
O=C(c1nn(Cc2ccccc2)c(=O)c2ccccc12)N1CCc2ccccc2C1 | 15% | -7% | 0% | 9 | 10% | -4%
COc1ccc2c(C)cc(SCC(=O)NC3CCCCC3)nc2c1 | . | . | . | 20 | -13% | 5%
CC(C)Oc1cccc(C(=O)NC(=S)Nc2ccccc2)c1 | ? | -11% | 2% | -20 | -21% | 31%[activator]
COCc1c(C(=O)N/N=C(/C)c2cccs2)nnn1-c1nonc1N | 10% | ? | -7% | -9 | 1% | -8%
Cc1cc(NS(=O)(=O)c2ccc(NC(=O)CSc3nnc(-c4ccco4)n3C)cc2)nc(C)n1 | -7% | 1% | 0% | 13 | 2% | 17%
S=C(NCCc1ccccc1)NCCc1cnc[nH]1 | 3% | -11% | -26% | 11 | 7% | 45%[activator]
COc1ccc(C(=O)c2c(N)sc3c2CCN(C)C3)cc1 | ? | 3% | ? | ? | -2% | 70%[activator]
COCCc1ncc(CN2CCC(C(=O)Nc3cccc(-c4cscn4)c3)CC2)cn1 | 35% | -10% | 1% | -15 | ? | -3%
CC1CC(C)CN(C(=O)CN2CCN(Cc3ccc(Cl)cc3)C2=O)C1 (configuration not stated) | -14% | -4% | 8% | -39 | -5% | 10%
CC(=O)c1sc(NC(=O)COc2ccccc2)nc1C | 30% | 3% | 2% | 13 | -13% | 9%
CCN(CC)S(=O)(=O)c1cc(C(=O)Nc2ccc(Cl)cn2)ccc1C | 2% | -7% | -7% | 41 | 16µM* | -5%
CCOc1ccc(NS(=O)(=O)c2ccc3c(c2)N(C(C)=O)CCO3)cc1 | -16% | ? | 0% | -33 | -2% | 5%
CC(C(=O)Nc1cc([N+](=O)[O-])ccc1Cl)N1CCN(c2ccc(O)cc2)CC1 (configuration not stated) | -14% | -1% | -26% | ? | ? | -1%[2.32 µM]
CCOc1ncccc1C(=O)OCc1ccc(C(=O)OC)o1 | -9% | -8% | -1% | -7 | 10% | 7%
CCSc1nc2ccccc2n1C(=O)/C=C\c1ccc(OC)c(OC)c1 | -12% | 8% | -4% | -98* | 14µM* | -5%
COc1ccc(S(=O)(=O)NC(C)c2ccccc2)cc1C(=O)N1CCCCC1 (configuration not stated) | -1% | -3% | . | 6 | 6% | -11%
Cn1c(SCc2ccccc2)nc2ccsc2c1=O | 3% | -8% | 2% | ? | 10µM* | -7%
CCOC(=O)c1sc(NC(=O)CSc2nc3cccnc3n2C)nc1C | 5% | 0% | . | -16 | -7% | 4%
Fc1ccc(-n2ncc3c(NC4CCCCCC4)ncnc32)cc1 | 23% | 8% | . | -28 | . | .
Cc1cc(=O)oc2cc(NC(=O)c3cccc(S(=O)(=O)N(C)C)c3)ccc12 | -6% | -12% | 7% | 71 | ? | 0%
CCc1ccc(OCC(=O)NCCOc2ccccc2)cc1 | 7% | -14% | 1% | -14 | 23% | 6%
CCCC[n+]1ccn(-c2nc3ccccc3nc2[N-]S(=O)(=O)c2ccc(Br)cc2)c1 | -23% | -5% | -2% | 8 | 6% | 0%
CCc1nnc(NC(=O)CSc2nnc(CSc3nc(C)cc(C)n3)n2C)s1 | -33% | 1% | 0% | 132 | -9% | 1%
COc1cc(OC)c(Cl)cc1N | 0% | ? | ? | 11 | -5% | -16%
FC(F)(F)c1cccc(OCC2CNC(=S)O2)c1 (configuration not stated) | -4% | -12% | -8% | -33 | 3% | 15%
Cc1ccccc1SCCNC(=O)c1ccccc1Br | 7% | 2% | -1% | ? | -9% | 36%[activator]
Cn1c(-c2ccc(F)cc2)cnc1NCc1ccc(F)cc1F | -18% | ? | -25% | 17 | 5% | -18%
COc1ccc(S(=O)(=O)N2CCCCCC2)cc1C(=O)N(C)CC(=O)Nc1ccccc1C(F)(F)F | -3% | -5% | . | 14 | ? | -4%
O=C(Cc1csc(NC(=O)Nc2cccc(Cl)c2)n1)NC1CCCC1 | 0% | ? | . | -28 | ? | 3%
CCOc1ccc(N2C(=O)CC(Sc3nccc(C)n3)C2=O)cc1 (configuration not stated) | -30% | 0% | 3% | -20 | 2% | -9%
CC1CN(C(=O)c2ccc(COc3ccc4ccccc4c3)o2)CC(C)O1 (configuration not stated) | 32µM* | -9% | -20% | 45 | -1% | -5%
CCOC(=O)C1CCN(C(c2ccc(SC)cc2)c2c(O)cc(C)n(Cc3ccco3)c2=O)CC1 (configuration not stated) | 5µM* | 16% | . | 21 | . | .
CCN(CC(=O)Nc1ccc(NC(C)=O)cc1)C(=O)c1cc(CN2C(=O)c3ccccc3C2=O)ccc1OC | 3% | ? | . | -2 | -5%[8.37 µM] | 11%
CCSC1=NC2(CCCCC2)Nc2sc3c(c21)CCCC3 | 56µM* | ? | -29% | 22 | ? | -5%
COc1ccccc1Nc1nc(N)nc(CN2CCC(Cc3ccccc3)CC2)n1 | ? | 3% | 2% | 27 | -11%&10% | 8%
CCCC(C(=O)NCCC(C)C)N(Cc1ccc(F)cc1)C(=O)c1snc(C(N)=O)c1N (configuration not stated) | 5% | ? | 15% | ? | ? | 0%
CC(C)c1nc(SCC(=O)Nc2nccs2)c2ccccc2n1 | -8% | -9% | -13% | ? | -10% | 4%
CC(=O)c1cccc(NC(=S)N2CCC(Cc3ccccc3)CC2)c1 | -2% | -2% | 3% | 22 | -27% | 11%
CCO[C@@H]1OC(C(=O)O)=C[C@H](c2csc3ccccc23)[C@H]1CCCO | -2% | 6% | 7% | -28 | 23% | 8%
CCOC(=O)C1(Cc2cccc(Cl)c2)CCCN(C(=O)c2cccnc2)C1 (configuration not stated) | 8% | -6% | -10% | -27 | 12% | -16%
N#CCC(=N)N1CCN(c2ccccc2Cl)CC1 | 2% | 4% | -1% | 36 | 4% | -2%

An excerpt from the list above, for reference:
SMILES | Sm TGR block | AmpC detergent | Giardia FBPA inh | HCMV antiviral | HCV inh | AMA1-RON2 inh
CCOc1ccc(N2C(=O)CC(Sc3nccc(C)n3)C2=O)cc1 (configuration not stated) | -30% | 0% | 3% | -20 | 2% | -9%
CC1CN(C(=O)c2ccc(COc3ccc4ccccc4c3)o2)CC(C)O1 (configuration not stated) | 32µM* | -9% | -20% | 45 | -1% | -5%
CCOC(=O)C1CCN(C(c2ccc(SC)cc2)c2c(O)cc(C)n(Cc3ccco3)c2=O)CC1 (configuration not stated) | 5µM* | 16% | . | 21 | . | .
CCN(CC(=O)Nc1ccc(NC(C)=O)cc1)C(=O)c1cc(CN2C(=O)c3ccccc3C2=O)ccc1OC | 3% | ? | . | -2 | -5%[8.37 µM] | 11%
CCSC1=NC2(CCCCC2)Nc2sc3c(c21)CCCC3 | 56µM* | ? | -29% | 22 | ? | -5%
COc1ccccc1Nc1nc(N)nc(CN2CCC(Cc3ccccc3)CC2)n1 | ? | 3% | 2% | 27 | -11%&10% | 8%
CCCC(C(=O)NCCC(C)C)N(Cc1ccc(F)cc1)C(=O)c1snc(C(N)=O)c1N (configuration not stated) | 5% | ? | 15% | ? | ? | 0%
CC(C)c1nc(SCC(=O)Nc2nccs2)c2ccccc2n1 | -8% | -9% | -13% | ? | -10% | 4%
CC(=O)c1cccc(NC(=S)N2CCC(Cc3ccccc3)CC2)c1 | -2% | -2% | 3% | 22 | -27% | 11%
CCO[C@@H]1OC(C(=O)O)=C[C@H](c2csc3ccccc23)[C@H]1CCCO | -2% | 6% | 7% | -28 | 23% | 8%
CCOC(=O)C1(Cc2cccc(Cl)c2)CCCN(C(=O)c2cccnc2)C1 (configuration not stated) | 8% | -6% | -10% | -27 | 12% | -16%
N#CCC(=N)N1CCN(c2ccccc2Cl)CC1 | 2% | 4% | -1% | 36 | 4% | -2%

Following part.
SMILES | Sm TGR block | AmpC detergent | Giardia FBPA inh | HCMV antiviral | HCV inh | AMA1-RON2 inh
CCn1c(SCC(=O)Nc2ccc3c(c2)oc2ccccc23)nnc1-c1ccc(N)cc1 | 2% | 1% | 0% | ? | 11µM* | ?
CCCN1CCN(C(=O)c2cc(COc3ccc(F)cc3F)on2)CC1 | 6% | 4% | 2% | -2 | . | -6%
O=C(CN1CCC(C(=O)c2ccc(F)cc2)CC1)Nc1ccc(F)cc1 | 0% | -1% | 2% | -23 | 10µM* | -4%
CCC1(C)Cc2ccccc2-c2nc3n(c(=O)c21)CC(C(=O)O)S3 (configuration not stated) | -27% | -17% | 26% | 66 | 21% | -9%
CCn1c(SCC(=O)NCC2CCCO2)nnc1-c1ccccc1OC (configuration not stated) | -8% | -11% | . | -2 | 3% | -7%
Cc1ccc(C)c(OCc2cc(C(=O)N3CCN(c4ccccc4)CC3)no2)c1 | -28% | 1% | . | 128 | ? | -9%
COC(=O)c1ccc(NC(=O)c2cc(S(=O)(=O)N3CCC(C)CC3)cn2C)cc1 | 6% | 5% | . | -8 | . | .
COc1cccc(Oc2nc3ncn(Cc4ccccc4)c3c(=O)n2C)c1 | -4% | 2% | 2% | 2 | 7% | -2%
CN(C)S(=O)(=O)c1cccc(NC(=O)CCCc2nc3ccccc3c(=O)[nH]2)c1 | -5% | -5% | . | -26 | -4% | -8%
COC(=O)N1CCN(S(=O)(=O)c2ccc(F)cc2)CC1 | -12% | -9% | 8% | 38 | 1% | -3%
COc1ccc(N2C(=O)C3CCCN3C2c2ccc(C)cc2)cc1 (configuration not stated) | 0% | -1% | 2% | 8 | 10% | 4%
CC(=O)N1CCN2C(=O)C1CCCC(=O)c1cc(C3CCCCC3)ccc12 (configuration not stated) | -9% | -13% | -1% | 6 | 8% | -1%
Cc1c(CN2CCN(c3cccc(C(F)(F)F)c3)CC2)c(=O)n(-c2ccccc2)n1C | ? | 4% | 3% | 5 | ? | 0%
Cc1ccc(CNC(=O)c2cc(Cl)cc(Cl)c2)n1C | 32µM* | 1% | -14% | -8 | -12% | -4%
N#Cc1ccccc1COC(=O)CCC(=O)c1cccs1 | 1% | ? | . | -4 | -6% | -3%
